# Compound activity as filed in PubChem BioAssay.
# MLL CXXC-DNA inh: inhibitors of human MLL CXXC domain-DNA interaction; Potency, µM (series often up to 115 µM), inactives show at the top dose activity change, negative = inhibition, actives largely listed as inhibitors; 290,000 tested, 0.037% active; AID 2662; MLL-CXXC / FITC-HOXA9 DNA fluorescence polarization; Q03164; active = well fitted inhibition curve with a large enough effect in the polarisation, with a control signal flat, not every such curve was filed as active; inconclusive = small, poorly fitted or top-dose-only effect, or effect the other way, or a change in a side signal; inactive = no such curve, though single readings can be large or run the other way; the % refers to the polarisation; note: potency is the fitted concentration of half-maximal effect
#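 Purified MLL-CXXC (added from a 7 uM solution) was preincubated 5 min at ambient with pinned compounds in 50 mM Tris-HCl pH 7.5, 50 mM NaCl, 1 mM DTT, 0.05% BSA. Fluorescein-labeled HOX-A9 DNA (50 nM solution) followed, 30 min, then polarization read.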
# Menin MLL FP TR: inhibitors of human menin-MLL interaction, mutant MLL peptide | O00255 | Menin + Texas Red MLL mutant peptide, fluorescence polarization | Potency, µM (titrated, usually from 61.6 µM), for inactives: at the top dose FP activity change, negative = inhibition, usual class: inhibitors | 270,000 tested, 0.23% active | AID 1768; active = well fitted inhibition curve with a large enough effect in the polarisation, with a control signal flat, not every such curve was filed as active; inconclusive = small, poorly fitted or top-dose-only effect, or effect the other way, or a change in a side signal; inactive = no such curve, though single readings can be large or run the other way; the % refers to the polarisation; note: potency is the fitted concentration of half-maximal effect; % of control where 0% means no effect; many of its hits are not listed in these tables
# TRPV1 ag: human TRPV1 agonism; Q8NER1; TRPV1-expressing cells, Fluo-8 calcium influx, agonist mode; activation, % at 8.33 µM; 320,000 tested, 0.19% active; in the data active = activation above about 80%; inconclusive = between about 30% and that limit; note: 0% is about no effect
#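 TRPV1-expressing cells were cultured overnight at 35.5C and loaded with Fluo-8 calcium dye for 40 to 90 min at room temperature. After a 10 s baseline, compound was added and calcium influx was read kinetically for 3 min (ex 480/em 520 nm).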
# PKM2 activator: activators of human pyruvate kinase M2. purified PKM2, Kinase-Glo ATP luminescence, activation; response scale: 0% is enzyme alone, no compound. Potency, µM (doses to about 57.5 µM), inactives show at the highest dose activation, most hits filed as activators. 260,000 tested, 0.34% active; note: potency is the fitted concentration of half-maximal effect; % is set by controls: 0 for no effect and ±100 for the full control effect; nearly all actives have a fitted effect of over 55% in size
#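 ATP formation by purified human PK-M2, quantified via coupled luciferase luminescence after 1 h at room temperature with 0.1 mM ADP and 0.5 mM PEP final.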
# KCNH2 3.1 block: KCNH2 3.1 (human) potassium channel inhibition; U2OS KCNH2 3.1, thallium flux FluxOr; hits give low values; 340,000 tested, 0.95% active; activity change, % (tested at about 1.8 µM);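 active = maximum activity change below -70%; inconclusive = maximum activity change from -70% to -50%; inactive = maximum activity change above -50%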;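 note: thallium influx rate constant from kinetic fluorescence after stimulation buffer; % is set by controls: 0 for no effect and ±100 for the full control effect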
#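 Virally transduced U2OS (3.1 isoform, 4 h infection in dark at RT) → overnight 37 C → FluxOr + Red40 in HBSS/HEPES, 45 min → stimulation buffer, 2 min kinetic read → rate constant vs DMSO controls.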
# Giardia killer: kills Giardia lamblia | activity change, % at 7.66 µM, hits read low | Giardia lamblia trophozoite viability | AID 540267 | 340,000 tested, 0.15% active; in the data active = activity change below about -80%; inconclusive = between about -30% and that limit;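 note: parasites exposed to compound for two days anaerobically before the ATP read; % is set by controls: 0 for no effect and ±100 for the full control effect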
#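 Trophozoites 100 cells/well + cpd; 48 hrs, 37 deg C, anaerobic. ATPLite 1-Step added, 15-30 min RT, luminescence read (ATP-based viability).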
# B2AR arrestin: recruits beta-arrestin to the human beta2-adrenergic receptor. Potency, µM (titrated, usually from 46.1 µM), for the others: at the top dose activation, usual class: activators. 330,000 tested, 0.02% active. beta-arrestin recruitment to beta2AR, cell-based reporter. P07550;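 note: potency is the fitted concentration of half-maximal effect; 0% = DMSO controls and full agonism = EC100 isoproterenol or metaproterenol; nearly all actives have a fitted effect of over 65% in size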
# GALK inh: blocks human galactokinase activity | P51570 | Purified GALK, Kinase-Glo residual ATP luminescence | Potency, µM (titrated, usually from 57.5 µM), for inactives: at the top dose activity change, negative = inhibition, most hits filed as inhibitors | 270,000 tested, 0.007% active | AID 1868; note: potency is the fitted concentration of half-maximal effect; % is set by controls: 0 for no effect and ±100 for the full control effect
#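 5 nM enzyme, 35 uM ATP, 100 uM galactose, 20 mM HEPES pH8.0, 5 mM MgCl2; 1 h RT; residual ATP by Kinase-Glo Plus luminescence, qHTS format.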
# USP2a inh: blocks human ubiquitin-specific protease USP2a. O75604. USP2 core, Ub-CHOP2 coupled fluorogenic reporter, 485/531. Potency, µM (series often up to 38.3 µM), inactives show at the highest dose activity change, negative = inhibition, most hits filed as inhibitors. 330,000 tested, 0.01% active;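 note: potency is the fitted concentration of half-maximal effect; plate controls were DMSO wells for no effect and full inhibition by NEM control for full effect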
#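 USP2 core (10nM final) preincubated 30min RT with compound in 20mM Tris-HCl pH 8.0, 2mM CaCl2, 2mM beta-mercaptoethanol, 0.05% CHAPS; 25nM Ub-CHOP2 plus 25nM reporter substrate added, fluorescence (Ex485/Em531) read after 60min.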
# hERG WT inh: KCNH2 (human, wildtype) channel inhibition; Q12809; 340,000 tested, 0.37% active; U2OS, BacMam KCNH2, thallium flux FluxOr; hits give low values; activity change, % at 1.84 µM; AID 720551;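 active = maximum activity change below -70%; inconclusive = maximum activity change between -70% and -50%; inactive = maximum activity change above -50%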; note: % is set by controls: 0 for no effect and ±100 for the full control effect
# Target sequence (Q12809 whole entry, looked up): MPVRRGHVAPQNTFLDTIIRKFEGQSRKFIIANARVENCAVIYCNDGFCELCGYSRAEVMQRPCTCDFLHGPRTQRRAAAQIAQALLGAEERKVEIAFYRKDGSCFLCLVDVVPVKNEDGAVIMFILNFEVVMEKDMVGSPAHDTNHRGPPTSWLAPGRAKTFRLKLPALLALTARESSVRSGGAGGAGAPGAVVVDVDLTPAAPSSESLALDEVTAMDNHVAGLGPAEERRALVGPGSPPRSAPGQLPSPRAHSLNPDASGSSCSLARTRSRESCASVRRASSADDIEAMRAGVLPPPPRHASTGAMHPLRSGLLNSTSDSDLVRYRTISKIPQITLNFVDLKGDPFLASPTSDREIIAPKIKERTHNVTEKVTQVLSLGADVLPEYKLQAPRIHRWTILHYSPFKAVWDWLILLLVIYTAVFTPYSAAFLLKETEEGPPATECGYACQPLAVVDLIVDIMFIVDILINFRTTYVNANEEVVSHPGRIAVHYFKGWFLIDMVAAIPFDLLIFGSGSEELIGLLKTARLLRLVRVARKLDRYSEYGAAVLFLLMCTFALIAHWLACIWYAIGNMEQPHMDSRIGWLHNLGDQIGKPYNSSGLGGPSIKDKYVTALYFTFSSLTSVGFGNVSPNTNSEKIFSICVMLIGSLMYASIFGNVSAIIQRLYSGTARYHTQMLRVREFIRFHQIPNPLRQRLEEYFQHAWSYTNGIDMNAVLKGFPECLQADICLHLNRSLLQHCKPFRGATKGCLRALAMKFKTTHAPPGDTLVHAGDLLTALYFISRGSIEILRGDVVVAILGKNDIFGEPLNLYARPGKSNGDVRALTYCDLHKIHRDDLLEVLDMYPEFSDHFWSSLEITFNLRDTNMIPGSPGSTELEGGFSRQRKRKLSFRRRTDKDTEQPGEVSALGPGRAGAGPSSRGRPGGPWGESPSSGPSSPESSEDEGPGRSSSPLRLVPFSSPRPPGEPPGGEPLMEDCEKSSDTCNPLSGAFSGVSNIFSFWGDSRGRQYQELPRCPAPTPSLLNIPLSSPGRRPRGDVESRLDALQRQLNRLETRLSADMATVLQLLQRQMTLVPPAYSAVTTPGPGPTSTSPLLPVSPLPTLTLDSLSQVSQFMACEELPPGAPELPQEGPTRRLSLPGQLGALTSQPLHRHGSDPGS
#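 U2OS cells were transduced with wild-type KCNH2 virus (2.03 x 10^8 / mL) for 4 h at room temperature, then cultured overnight at 37 C. Thallium flux was read with FluxOr dye. Rate constants were normalized to DMSO controls.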
# FBPA coupling cs: counter-screen for Giardia aldolase inhibitors: coupling enzyme system | coupling enzyme system counterscreen, AmpLite Red fluorescence | activity change, negative = inhibition, % at 58.2 µM, hits read low | 290,000 tested, 0.67% active | AID 2472; in the data active = activity change below about -30%; note: % is set by controls: 0 for no effect and ±100 for the full control effect
#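 Counterscreen of the coupled detection system alone, without aldolase: glyceraldehyde-3-phosphate coupling enzymes plus AmpLite Red readout. Compounds at 57.5 uM final, 10 min RT preincubation, 20 min RT reaction, fluorescence 525/598 nm.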
# * hit, by the source's call; ? = inconclusive; . = not tested or not shown; [ ] = another dose, or the depositor's remark. Unless noted, calls come from the whole dose curve; as a rule, active = well fitted curve in the direction sought with a large enough effect; inconclusive = small, poorly fitted or top-dose-only effect, or another doubt; inactive = no such curve, though single readings can be large; an effect the other way counts as inactive or inconclusive. Not all compounds are listed. The share of hits here may be higher or lower than overall.
SMILES,MLL CXXC-DNA inh,Menin MLL FP TR,TRPV1 ag,PKM2 activator,KCNH2 3.1 block,Giardia killer,B2AR arrestin,GALK inh,USP2a inh,hERG WT inh,FBPA coupling cs
Cc1ccc(C(=O)OCC(=O)NNC(=O)c2ccccc2)c(O)c1,5.4%,.,0.9,-6.3%,14.0,2.9,-0.5%,-2.5%,1.0%,-3.9,.
O=S(=O)(c1ccc(N2CC=C(c3ccccc3)CC2)nc1)N1CCCC1,-2.2%,-12.1%,5.3,3.6%,-13.8,0.0,0.0%,0.5%,-0.8%,-1.6,-0.3
CC(C)CN(C(=O)c1cc(Cl)nc2ccccc12)C1CCS(=O)(=O)C1 (stereo not given),.,.,2.5,.,0.2,13.7,0.1%,.,-0.1%,-7.9,.
Cc1nc2ccc(Cl)cc2c(-c2ccccc2Cl)c1CC(=O)O,-1.8%,-1.2%,-1.7,0.7%,4.0,2.9,-1.2%,-2.1%,-2.4%,-6.2,7.9
O=Nc1ccc(NOC(=O)c2ccccc2)cc1,2.6%,-16.2%,-4.3,-46.2%,-14.3,-6.0,-0.4%,5.8%,-1.2%,-14.0,-6.2
CCN(CC)CCCNC(=S)N(Cc1cccs1)Cc1cc2cc3c(cc2[nH]c1=O)OCCO3,?,-11.4%,0.0,2.5%,9.2,0.9,0.3%,-0.3%,5.1%,-5.6,0.8
COC(=O)c1ccc(NC(=O)c2cc[n+]([O-])cc2)cc1,-0.9%,9.9%,-3.1,0.3%,21.9,-3.6,-0.3%,-3.1%,1.2%,-9.1,0.0
Cc1ccc2c(c1)[nH]c1c(N3CCN(Cc4ccc5c(c4)OCO5)CC3)ncnc12,0.7%,3.3%,29.4,-5.8%,.,.,-0.1%,3.2%,0.4%,.,-1.7
CCOC(=O)c1ccc(-n2ccnc2)c(NC(=O)c2cccc(Br)c2)c1,-1.8%,-0.3%,-3.6,-3.7%,3.3,-6.6,0.5%,-3.3%,-1.7%,5.2,4.2
CCCCNC(=O)NC1(C(F)(F)F)Oc2ccccc2O1,5.1%,.,7.6,-17.1%,-5.7,-13.0,0.3%,0.5%,0.2%,-3.8,-1.4
CCOC(=O)c1c(NC(=O)CSc2cccc[n+]2[O-])sc(C(=O)Nc2ccccc2)c1C,27.7%,1.4%,-0.8,-4.0%,11.3,9.3,?,-0.8%,-10.6%,-5.0,1.1
CCOC(=O)c1ccc(NC(=S)NC(=O)C2CCCC2)cc1,9.4%,.,-2.4,-1.6%,12.7,-11.5,-0.7%,-4.9%,-1.7%,7.5,.
O=[N+]([O-])c1cccc(C2(O)COc3ccccc3O2)c1 (stereo not given),8.0%,5.7%,2.2,.,-12.5,3.4,-0.3%,-1.9%,2.7%,5.0,-2.7
Cc1cccc(Cn2c(CN3CCN(Cc4ccccc4)CC3)nc3c2c(=O)[nH]c(=O)n3C)c1,2.7%,-25.6%,-6.3,1.2%,-40.1,11.8,0.2%,0.9%,-1.6%,-0.7,-0.8
COc1cc(NC(=O)C2CCCCC2)c(OC)cc1NC(=O)c1ccco1,-4.5%,9.6%,15.3,4.5%,7.5,36.6[activator],0.2%,0.0%,0.5%,3.2,-0.1
Cc1ccc(-n2ncc(-c3nn[nH]n3)c2N)cc1,0.1%,.,-3.7,-19.5%,4.4,-2.7,-0.2%,14.4%,2.0%,-3.7,5.6
O=C(C[C@H]1C(=O)N(C2CCCCC2)C[C@@H]1Cc1ccccc1)Nc1ccccc1,-4.4%,-23.1%,85.0*,10.0%,0.2,-20.1,-0.4%,.,1.2%,-2.5,3.7
Cc1cccc2cc(COC(=O)C3CCCCC3)c(=O)[nH]c12,20.3%,-9.8%,3.5,-0.2%,-8.6,6.5,0.0%,0.3%,1.6%,-5.1,3.3
Cn1cccc1Cc1nnc(SCC(=O)N2CCOCC2)n1CCc1ccccc1,-2.2%,4.2%,6.4,0.2%,-3.5,1.3,-0.2%,-0.7%,2.3%,-11.5,-2.2
O=C(CNS(=O)(=O)c1ccc(Br)cc1)NCc1ccncc1,2.1%,4.2%,-0.4,0.3%,0.2,-17.8,0.1%,17.2%,0.4%,10.9,-1.0
COCCCNC(=O)C1CCC(CNS(=O)(=O)c2ccc(C)cc2)CC1 (stereo not given),2.8%,0.3%,2.2,-0.8%,.,.,-0.2%,1.4%,9.4%,.,0.4
Cn1c(N)c(C(=O)COC(=O)c2cc(S(=O)(=O)N3CCCCC3)ccc2Cl)c(=O)n(C)c1=O,9.4%,15.2%,6.7,-0.4%,-26.3,18.4,-0.6%,0.7%,-0.1%,1.6,2.2
Cc1ccc(CNC(=O)C(=O)NCCC2=CCCCC2)cc1,11.4%,1.0%,-3.4,0.8%,3.8,37.5[activator],-0.5%,-1.1%,2.0%,8.2,0.1
Cc1cccc(C(=O)NCC(=O)N(C)Cc2nc3ccccc3c(=O)[nH]2)c1,.,.,.,.,-5.1,18.6,12.0%,.,-1.8%,-0.6,.
COC(=O)c1ccc(Nc2cc(C)nc3ncnn23)cc1,-4.3%,3.3%,0.7,0.0%,13.8,-11.3,-0.9%,1.6%,-0.4%,-20.2,3.5
CCOc1ccc(/C=C2\SC(=S)N(C)C2=O)cc1OC,1.4%,.,-2.2,-3.0%,-8.1,12.2,0.5%,1.8%,1.1%,-4.3,1.8
Cc1ccc(S(=O)(=O)N2CCN(C(=O)c3ccc(N4CCCCC4)c([N+](=O)[O-])c3)CC2)cc1,4.6%,?,-2.3,-7.3%,-33.9,18.5,-0.9%,4.1%,2.0%,7.5,2.3
O=C(Oc1ccc2cc(Br)ccc2c1)N1CCCCCC1,-3.2%,-6.5%,3.6,3.4%,.,.,-0.4%,2.0%,2.0%,.,6.7
CCOc1ccc(OCC)c(S(=O)(=O)N2CCCCC2C)c1 (stereo not given),3.6%,-4.9%[11.7 µM],.,0.9%,-3.6,11.8,0.1%,1.8%,1.5%,-5.6,0.3
C[C@H](NS(=O)(=O)c1ccccc1F)C(=O)OCC(=O)N1CCc2ccccc21,3.4%,1.1%,-1.5,-2.8%,-2.3,1.8,-0.7%,0.6%,4.4%,1.4,0.8
Cc1ccccc1-c1nnc(-c2ccccc2C)o1,4.8%,-9.4%,7.1,0.2%,-2.4,-7.0,-0.1%,0.2%,-0.3%,-13.2,0.9
CCOCCCNC(=O)c1ccc(NC(=O)C2CCCO2)cc1 (stereo not given),11.6%,?,0.6,.,-1.3,5.6,0.3%,-0.6%,0.5%,1.5,1.7
CCn1c(-c2ccccn2)nc2cc(S(=O)(=O)N(C)C)ccc21,4.4%,-18.3%,1.1,0.8%,-24.4,37.4[activator],-1.1%,5.6%,0.2%,-4.3,0.6
CN(C)S(=O)(=O)c1cc(NC(=O)COC(=O)Cc2ccc(Br)cc2)ccc1Cl,1.5%,?,11.7,2.2%,-14.6,-16.3,-0.5%,1.3%,0.2%,10.9,-0.1
O=C(COC(=O)CNC(=O)C1CCCCC1)Nc1ccc2c(c1)OCCO2,1.0%,-10.3%,0.4,-0.3%,-8.2,0.5,0.3%,1.3%,2.0%,29.1,0.2
S=C1NCCNC(=S)NCCOCCOCCOCCN1,2.4%,1.4%,-1.4,-6.7%,-14.7,-4.8,0.2%,4.0%,0.4%,-9.6,2.3
O=C(NNC(=O)C1CCCO1)c1ccc(Br)cc1 (stereo not given),5.5%,20.3%,3.7,6.8%,-0.2,-3.4,0.4%,-3.5%,-1.5%,3.2,-0.8
Cc1c(C(=O)N(Cc2ccc(N(C)C)cc2)C2CCS(=O)(=O)C2)oc2ccccc12 (stereo not given),-8.2%,.,?,2.9%,-5.2,-5.9,0.4%,4.3%,-3.5%,-10.8,-3.5
CCN(CC)S(=O)(=O)c1ccc(-c2nnc(SCC(=O)Nc3ccc(OC)c(OC)c3)o2)cc1,2.8%,.,1.1,25.9%,21.4,0.1,0.4%,-0.5%,1.5%,-7.7,0.8
Cc1nnc(SCc2cc([N+](=O)[O-])cc3c2OCOC3)n(N)c1=O,2.9%,-0.7%,3.1,.,5.6,-5.3,0.0%,10.4%,0.3%,0.9,2.2
O=C(Nn1cnnc1)c1cc2c(s1)CCCCC2,-1.7%,23.1%,3.1,-5.6%,-1.2,-17.1,0.3%,-0.3%,2.4%,-7.7,-1.5
Cc1ccc2nc(SCC(=O)N3CC(C)OC(C)C3)nc(=O)n2c1 (stereo not given),.,.,1.7,.,-2.0,16.9,-0.2%,.,-2.0%,-9.4,.
